# Bioassay records deposited in PubChem by several laboratories.
# PP5 inh – PP5 phosphatase inhibitors, primary screen, biochemical, fluorescence. Serine/threonine-protein phosphatase 5 (Homo sapiens), P53041. purified PP5c, OMFP substrate fluorescence. inhibition, % at 6.7 µM. hit rate 0.18% among 320,000;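 active = inhibition above the campaign's mean inhibition across all tested compounds plus 3 SD, cut at about 9.5% in these data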;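 note: 0% = DMSO only and 100% = 100 µM cantharidin control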
# EBNA-1 inhibitor – EBNA-1 DNA-binding inhibitors, primary screen, biochemical, fluorescence polarization. inhibition, % at 14.8 µM. hit rate 0.34% among 300,000. AID 1950, 2009; in the data active = inhibition above about 28%
# Fh CTSL1 inh – Fasciola hepatica cathepsin L1 inhibitors, primary screen, counter-screen for PFM18AAP inhibitor project, biochemical, QFRET, fluorogenic peptide substrate | recombinant F. hepatica cathepsin L1, Z-Leu-Arg-MCA fluorescence | inhibition, % at 5.96 µM | hit rate 0.49% among 300,000 | AID 1906, 2009;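 active = inhibition above the mean of all tested compounds plus 3 SD, set per screening campaign, cut at about 17% in these data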;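 note: 0% = plate median of test compound wells and 100% = 1 µM Z-Phe-Ala-diazomethylketone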
# HCV core dimer – inhibitors of HCV core protein dimerization, primary screen, biochemical, TR-FRET, high-throughput; inhibition, % at 5 µM; TR-FRET GST/Flag-core106 dimerization, 1536-well; hit rate 0.33% among 300,000;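 active = inhibition above the mean of all tested compounds plus 3 SD, set per screening campaign, cut at about 45% in these data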
#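 Material: Tagged HCV core106 pair (GST and Flag) | Amount: GST-core106 13.5 nM, Flag-core106 17 nM | Medium: KF-containing HEPES buffer, pH 7.45, DTT, CHAPS, BSA | Reagent: Eu donor and XL665 acceptor anti-tag antibodies | Schedule: 4 h at 22.5 °C | Technique: Time-resolved FRET, ex 340 nm, em 617 and 671 nm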
# PP1 inh – PP1-alpha phosphatase inhibitors, primary screen, counter-screen for PP5 inhibitor project, biochemical, fluorescence, OMFP substrate, single point. Serine/threonine-protein phosphatase PP1-alpha catalytic subunit (Homo sapiens), P62136. purified PP1alpha. inhibition, % at 6.7 µM. hit rate 0.9% among 320,000. AID 2235, 2010;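 active = inhibition above the mean inhibition of all tested compounds plus 3 SD, computed separately for each screening campaign, cut at about 15% in these data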
# Target sequence (P62136 whole entry, looked up): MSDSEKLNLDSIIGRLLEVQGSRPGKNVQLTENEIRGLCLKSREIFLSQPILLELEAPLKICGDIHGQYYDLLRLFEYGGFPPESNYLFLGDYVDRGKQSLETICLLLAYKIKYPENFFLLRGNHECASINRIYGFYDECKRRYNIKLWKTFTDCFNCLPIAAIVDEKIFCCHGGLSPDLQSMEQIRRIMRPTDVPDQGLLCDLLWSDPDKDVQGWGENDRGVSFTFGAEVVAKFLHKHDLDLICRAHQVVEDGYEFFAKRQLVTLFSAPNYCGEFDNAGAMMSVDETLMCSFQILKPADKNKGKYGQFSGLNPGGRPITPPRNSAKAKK
# Efflux pump mplx – inhibitors of Candida efflux pumps in yeast, primary screen, S. cerevisiae, Nile Red, multiplex | inhibition, % at 10 µM | hit rate 0.44% among 330,000 | S. cerevisiae Candida pump triplex | AID 485275, 2010;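 active = plate passing quality check with inhibition over a set limit, or well fluorescence over plate mean plus 4 SD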;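 note: Nile Red retained in pooled yeast measured as flow cytometry median fluorescence; 0% = buffer negative control and 100% = Enniatin B positive control; higher means more Nile Red kept so more efflux inhibition; some compounds called inactive have numbers as strong as hits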
# TPT1 inh – Candida albicans TPT1 enzyme inhibitors, primary screen, biochemical, fluorescence polarization; tRNA 2'-phosphotransferase TPT1 (Candida albicans SC5314); recombinant caTPT1, FP RNA substrate dephosphorylation; inhibition, % at 5 µM; hit rate 0.81% among 300,000; AID 1962, 2009;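 active = inhibition above the mean of all tested compounds plus 3 SD, set per screening campaign, cut at about 24% in these data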;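 note: plate controls were DMSO alone for no effect and ferristatin control at 100 nM for full effect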
# ZTA DNA inh – ZTA (EBV) inhibition in EBNA-1 counter-screen. P03206. ZTA-DNA binding, fluorescence polarization. inhibition, % at 11 µM. hit rate 0.15% among 320,000. AID 2234; in the data active = inhibition above about 33%
# PREPL inh – PREPL enzyme inhibitors, primary screen, biochemical, fluorescence polarization | recombinant PREPL, fluorescence polarization activity-based probe | inhibition, % at 5.96 µM | hit rate 0.68% among 320,000 | Prolyl endopeptidase-like (Homo sapiens), Q4J6C6 | AID 2751, 2010; in the data active = inhibition above about 43%;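 note: 0% = enzyme with DMSO and 100% = wells lacking enzyme; many of its hits are not listed in these tables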
# Target sequence (Q4J6C6 whole entry, looked up): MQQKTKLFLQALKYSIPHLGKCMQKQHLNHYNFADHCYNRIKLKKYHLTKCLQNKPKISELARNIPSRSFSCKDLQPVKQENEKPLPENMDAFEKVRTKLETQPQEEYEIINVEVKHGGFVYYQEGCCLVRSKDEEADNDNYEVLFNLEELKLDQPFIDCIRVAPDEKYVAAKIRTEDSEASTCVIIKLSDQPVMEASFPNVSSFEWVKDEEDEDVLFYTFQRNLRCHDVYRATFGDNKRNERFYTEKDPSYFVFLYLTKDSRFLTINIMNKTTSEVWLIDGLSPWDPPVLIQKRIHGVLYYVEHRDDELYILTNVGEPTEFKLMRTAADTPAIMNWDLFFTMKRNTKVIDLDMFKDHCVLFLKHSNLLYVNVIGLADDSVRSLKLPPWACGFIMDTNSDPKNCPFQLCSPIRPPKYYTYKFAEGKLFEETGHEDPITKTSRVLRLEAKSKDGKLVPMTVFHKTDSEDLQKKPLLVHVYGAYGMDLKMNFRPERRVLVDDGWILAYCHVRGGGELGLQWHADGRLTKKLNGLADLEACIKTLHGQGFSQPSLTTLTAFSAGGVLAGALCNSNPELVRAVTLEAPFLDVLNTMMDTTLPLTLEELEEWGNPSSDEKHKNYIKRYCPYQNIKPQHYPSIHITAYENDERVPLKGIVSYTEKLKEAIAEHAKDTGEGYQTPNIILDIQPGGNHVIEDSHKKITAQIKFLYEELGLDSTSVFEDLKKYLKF
# The depositor's hits bear a star; · = not tested or not shown. An excerpt; the hit share may differ from the screen's.
# Fields: PP5 inh	EBNA-1 inhibitor	Fh CTSL1 inh	HCV core dimer	PP1 inh	Efflux pump mplx	TPT1 inh	ZTA DNA inh	PREPL inh
- COc1cccc(-c2nc(-c3ccncc3)no2)c1
 : 1.5	-4.9	-2.1	-5.2	7.4	0.1	5.5	8.2	4.8
- CC1CCC(NC(=O)Cn2c(=O)[nH]c3ccsc3c2=O)CC1 (centres undefined)
 : 4.7	-2.4	-1.1	-1.9	1.4	0.1	-0.4	-15.8	18.0
- CN(C)/C=C1\C(=O)N(c2ccc(F)cc2F)C(c2cccnc2)S1(=O)=O (centres undefined)
 : 0.6	-9.4	1.5	-1.9	-2.9	0.5	1.0	-6.7	4.2
- O=C(CN(C(=O)CNS(=O)(=O)c1ccc(F)cc1)c1ccc(F)cc1)NCc1ccco1
 : 2.7	-2.5	-3.6	-9.0	-1.4	-0.2	0.9	-17.6	11.9
- COC(=O)c1nn(-c2ccccc2)c(=O)cc1Oc1ccc(Cl)cc1
 : 1.9	4.6	-1.7	4.4	-1.3	0.0	-3.0	-2.0	-8.1
- O=C(Nc1cccc(N=Cc2cc(Cl)cc(Br)c2O)c1)c1ccco1
 : 1.6	-1.6	18.2*	15.7	-2.2	-0.2	2.1	-8.2	12.5
- CCOC(=O)N1CCN(S(=O)(=O)N2CCCC(C(=O)NCCc3ccc(Cl)cc3)C2)CC1 (centres undefined)
 : 0.7	3.8	0.8	1.6	-2.2	-0.1	-0.8	3.1	27.9
- O=C(COc1cccc2cccnc12)N/N=C/c1cccn1-c1ccc(F)cc1
 : 3.7	-6.3	-4.8	-1.1	-5.3	-0.1	2.4	-5.1	4.6
- CCC1C(=O)N(c2nc(C)cc(C)n2)N=C1C (centres undefined)
 : 0.8	9.9	-0.4	0.8	-2.9	-0.1	-0.4	-8.0	5.9
- O=C(NCC(=O)N1CCCCCCC1)c1ccccc1Cl
 : 0.6	·	·	·	-4.3	0.0	·	2.7	1.2
- CC(=O)Nc1sc2c(c1-c1nc3ccccc3s1)CCN(C(C)C)C2
 : 3.7	-5.8	1.5	-12.6	0.9	0.0	42.8*	11.1	25.0
- O=C(CCS(=O)(=O)c1ccccc1)Nc1nc2cc3c(cc2s1)OCCO3
 : 2.3	6.1	-0.6	-1.1	-0.2	-0.2	2.0	-5.8	1.7
- Cc1ccc(S(=O)(=O)NCCC(=O)N2CCN(S(=O)(=O)c3cccc(F)c3)CC2)cc1C
 : -1.4	-18.9	4.7	-1.1	-4.4	0.0	2.8	6.8	25.5
- S=C(NCC1CCCO1)NC1CCCC1 (centres undefined)
 : 0.7	-5.7	-0.6	-2.4	-0.1	-0.1	1.4	-5.0	1.1
- COCCn1c(SCC(=O)Nc2cc(C(C)(C)C)nn2-c2ccccc2)nc2ccccc2c1=O
 : -2.2	4.7	4.4	9.6	-4.0	-0.1	-1.0	10.3	1.5
- C/C(=N\NC(=O)CSc1nnc(C)s1)c1ccc(Cl)cc1
 : -3.8	2.5	1.1	-5.0	1.5	0.0	-0.9	-3.6	9.0
- COc1ccc(CCN(C(=S)Nc2ccccc2)C2CC(=O)N(c3ccccc3)C2=O)cc1 (centres undefined)
 : 3.0	12.9	1.7	9.8	4.0	0.1	4.6	-9.0	4.3
- CCC(C)Cn1c(C)nc2ccccc21 (centres undefined)
 : 1.3	-12.5	2.3	1.1	-2.5	0.1	1.1	0.5	14.8
- CCOc1ccc(NC(=O)N2CCCC2C(=O)NCc2ccco2)cc1 (centres undefined)
 : 2.0	-0.7	-3.9	7.5	4.3	0.1	-3.3	0.6	-5.5
- CCN(CC)CC1(O)CCN(C(=O)c2ccc(Cl)c(Cl)c2)CC1
 : -1.5	-12.7	1.6	-0.9	0.6	0.3	-4.5	6.7	1.5
- C=C(C)c1cccc(C(C)(C)NC(=O)N2CCCC2)c1
 : 0.6	1.4	1.1	-1.9	2.2	-0.1	3.6	4.0	-5.7
- COC(=O)C1(C)CN(S(=O)(=O)c2ccc(C)cc2)c2cc(OC)ccc2C1=O (centres undefined)
 : 0.8	3.4	1.3	6.8	1.3	-0.1	-6.1	13.5	-1.5
- CCCCNC(=O)CSc1nc2n[nH]c(C)c2c(=N)n1-c1cccc(Cl)c1C
 : -0.5	13.2	-0.9	6.8	-1.2	0.0	-3.9	2.8	-0.4
- CC1(C)Cc2cccc(OCC(=O)OCC(=O)NCc3ccccc3)c2O1
 : 3.1	3.8	-0.3	2.0	-0.9	0.2	1.5	-7.3	14.4
- CC1CCCN(S(=O)(=O)c2ccc(NC(=O)CCN3C(=O)c4ccccc4C3=O)cc2)C1 (centres undefined)
 : 6.5	-8.1	-4.5	17.3	3.3	-0.2	0.3	12.8	-8.1
- Cc1sc2ncn(CC(=O)Nc3cccc(S(N)(=O)=O)c3)c(=O)c2c1-c1ccccc1
 : 3.7	-1.1	-1.1	-1.1	-2.8	-0.1	-0.1	-2.4	8.1
- CC(=O)N(Cc1cc2cc(C)c(C)cc2n2nnnc12)CC1COCCO1 (centres undefined)
 : 0.7	-1.6	-2.0	-2.8	-1.0	-0.1	-0.1	-7.9	7.1
- C=CCOC(=O)C1=C[C@@H](c2coc3ccccc3c2=O)[C@H](CCCO)[C@@H](OCC)O1
 : 2.8	-7.2	-6.3	-6.5	-0.8	0.2	1.7	-9.3	12.1
- CCc1ccc(N2Cc3ccccc3C2)cc1
 : -2.0	1.6	0.7	16.5	7.5	0.1	4.8	-21.0	-5.0
- CC(C)N1CC(O)=C(c2ccccc2)C1=N
 : 0.9	5.1	3.1	-0.7	-0.1	0.0	5.7	2.5	14.3

# The final 2 compounds of the part above lead into the next.
# Fields: PP5 inh	EBNA-1 inhibitor	Fh CTSL1 inh	HCV core dimer	PP1 inh	Efflux pump mplx	TPT1 inh	ZTA DNA inh	PREPL inh
- CCc1ccc(N2Cc3ccccc3C2)cc1
 : -2.0	1.6	0.7	16.5	7.5	0.1	4.8	-21.0	-5.0
- CC(C)N1CC(O)=C(c2ccccc2)C1=N
 : 0.9	5.1	3.1	-0.7	-0.1	0.0	5.7	2.5	14.3
- Cc1cc(C)c(C(N)=O)c(Nc2ccc(F)cc2)n1
 : -1.9	8.1	2.5	8.6	-2.6	0.0	-1.0	-7.3	-0.6
- Cc1ccc(S(=O)(=O)C2(C(=O)NC3CCCCC3C)CC2)cc1 (centres undefined)
 : 0.2	-6.2	0.7	0.7	-2.4	0.1	4.5	-4.2	-0.4
- CC1CCN(C2=NC(=O)/C(=C/c3cn(-c4ccccc4)nc3-c3cccc(S(=O)(=O)N(C)C)c3)S2)CC1
 : 1.7	-22.7	-0.5	26.0	1.0	0.1	-3.9	8.0	6.3
- O=C(O)CCNc1nc(C(F)(F)F)nc2ccccc12
 : 0.2	0.7	-2.1	3.0	-0.5	0.1	-2.6	6.1	-2.6
- COc1ccc(-n2nnnc2SCC(=O)NCc2cccs2)cc1
 : 1.7	2.6	2.0	-0.6	-1.9	0.1	1.1	17.1	-13.6
- Cc1c(Cl)c([N+](=O)[O-])nn1CCCC(=O)Nc1c(C)n(C)n(-c2ccccc2)c1=O
 : -0.6	-5.6	1.2	-7.2	-6.5	-0.1	-1.0	-9.5	6.5
- O=C(CN1C(=O)c2ccccc2S1(=O)=O)NCc1c(F)cccc1F
 : -0.2	-5.2	-1.9	1.4	-4.5	-0.1	-2.0	2.5	0.9
- O=C(NC1CCCC1)C1CCC(=O)N1C1CCCC1 (centres undefined)
 : -1.5	-20.6	0.4	-7.8	-6.2	0.0	2.2	-1.1	3.2
- CC(C)(C)C(=O)OCc1nc(-c2ccc(C(F)(F)F)cc2)cs1
 : -0.1	5.4	5.6	-0.3	-2.6	0.0	1.2	13.1	0.7
- Cc1ccc(C)c(S(=O)(=O)N2CCCCC2CCNC(=O)C(=O)NCc2ccco2)c1 (centres undefined)
 : 0.3	4.7	0.5	-5.8	-0.7	0.0	-0.1	-17.5	3.7
- COc1ccc(Br)cc1CN(C)C(=O)c1ccccc1OCc1c(C)noc1C
 : 0.9	6.5	-3.4	3.7	-3.4	0.0	2.8	1.5	4.7
- Cc1ccc(S(=O)(=O)N2CCN(Cc3ccccc3)CC2)c(C)c1N(C)S(=O)(=O)c1ccccc1
 : -0.3	8.7	1.7	4.8	1.5	0.5	-2.4	3.2	7.8
- CC(=O)n1cc(C2C(=O)CCCC2=O)c2ccccc21
 : -0.8	-1.9	-2.3	-1.5	-5.3	0.1	-4.0	6.0	-3.8
- COc1cc(CCC(=O)NCc2ccc(F)cc2)cc(OC)c1OC
 : -1.6	-0.6	-1.3	4.2	-1.3	-0.1	-1.9	-12.5	6.8
- Cc1cccc(C)c1OC(=O)CSc1nnc(-c2ccccc2)o1
 : 2.9	3.9	-3.8	3.2	1.4	0.2	-0.1	-10.2	-8.1
- C=CCNC(=O)c1ccc2c(=O)n(CCCN3CCCC3=O)c(=S)[nH]c2c1
 : -1.4	0.5	-0.8	4.4	-1.6	-0.2	-1.4	-16.4	7.7
- O=C(CCn1c(=O)oc2ccccc21)NC1=NCCS1
 : 1.7	9.2	8.1	-1.8	3.2	0.0	-1.9	-9.9	10.4
- Cc1cc(C)nc(NS(=O)(=O)c2ccc(NC(=S)NC(=O)CC(C)C)cc2)n1
 : 1.0	5.1	2.8	0.0	0.5	-0.1	-2.3	4.8	1.7
- O=C(NCc1ccco1)C1CCCN(S(=O)(=O)Cc2ccccc2)C1 (centres undefined)
 : 2.5	-12.4	-0.3	-5.3	-5.4	0.1	1.9	-8.4	0.8
- COc1ccc(C(=O)N/N=C/c2cccc3cccnc23)cc1
 : -1.0	-4.6	4.5	-5.8	-0.2	0.2	5.2	3.6	-3.1
- NC(=O)c1nc[nH]c1C(=O)Nc1cccc(C(F)(F)F)c1
 : -1.2	·	·	·	-2.0	-0.2	·	-15.7	-4.3
- CCOC(=O)Cn1nc(-c2ccccc2)c(-c2ccccc2)nc1=O
 : 1.4	-20.9	1.1	-3.8	0.0	0.2	0.6	-9.6	11.6
- O=C(CSc1nc2[nH]ncc2c(=O)n1-c1ccccc1)NCCc1ccccc1
 : -3.5	10.8	-1.6	4.1	-1.6	0.0	2.7	13.2	8.4
- CCOc1ccc(-c2nnn(CC(=O)N3CCCC3)n2)cc1OCC
 : -2.8	9.9	-1.3	-7.3	-2.4	0.0	-1.7	-5.8	2.1
- O=C(c1ccc(Cn2cc([N+](=O)[O-])cn2)o1)N1CCCCCC1
 : -0.2	-9.9	-0.5	-12.5	-5.0	-2.2	0.5	-17.4	2.8
- COc1ccc(OCCSc2nc3ccccc3n2CC(=O)O)cc1
 : 0.6	-6.7	-3.2	3.9	-0.5	0.1	-3.5	-7.9	0.6
- CCC(=O)N(Cc1ccco1)c1nc(C(=O)Nc2ccc(Cl)cc2)c(C)s1
 : 2.6	1.8	3.4	15.4	1.6	-0.2	10.8	-4.7	-2.5
- CSc1ccc(CNc2cccc3ccccc23)cc1
 : -3.2	7.5	4.5	4.1	-1.6	0.0	1.4	10.0	22.4
- COc1ccc(NS(=O)(=O)c2ccc3c(c2)NC(=O)CC(=O)N3)cc1OC
 : 2.5	-0.9	-3.7	4.6	-5.8	0.1	-1.9	0.1	2.0
